CRE Fsk mod: modulators of forskolin-stimulated CRE signaling in CHO cells. AID 662. CHO CRE-bla reporter (cAMP response element driving beta-lactamase), forskolin EC10, beta-lactamase ratio. 71,000 compounds, 2.5% hits. Potency, µM (highest dose often 38.2 µM), for inactives: at the top dose activity change, negative = inhibition, hits mostly activators; active means well fitted activation curve with a large enough effect in the signal ratio, with a control signal flat, not every such curve was filed as active; inconclusive means small, poorly fitted or top-dose-only effect, or effect the other way, or a change in a side signal; the % refers to the signal ratio; further: potency means the concentration at half of the fitted maximal effect; % of control where 0% means no effect
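Reporter-gene assay: CHO cells with beta-lactamase behind cAMP responsive elements, co-treated with compound and EC10 NKH 477 for 3 hours at 37 degrees Celsius. Activity came from the 460/530 nm CCF4 emission ratio.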
Epigenetic mod: epigenetic GFP locus derepression in mouse cells; mouse C127i GFP locus derepression, cytometry, 30 h; Potency, µM (highest dose often 46.1 µM), for the others: top-dose GFP derepression (activation); 68,000 compounds, 0.09% hits; AID 597; further: % of control where 0% means no effect
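Read-out is the number of GFP-positive cells, scored as fluorescent objects 20 to 120 um wide, reflecting derepression of a silenced CMV-GFP reporter in murine C127i cells after 30 h compound exposure at 37 C.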
Hsp90 Hop PPI: changes Hsp90-Hop TPR2A binding signal, up or down; Potency, µM (series often up to 57 µM), inactives show at the top dose activity change, negative = inhibition; 71,000 compounds, 0.44% hits; AlphaScreen TPR2A-His6 binding biotin-Hsp90 C-terminal peptide; active means well fitted curve in either direction with a large enough effect; inconclusive means small, poorly fitted or top-dose-only effect, or another doubt; further: potency means the concentration at half of the fitted maximal effect; on the % scale 0 is the no-effect control and ±100 the full control effect; many of its hits are not listed in these tables
UbGFP stabilizer: inhibits proteasome, raising ubiquitin-GFP reporter fluorescence. Ubiquitin-GFP reporter cells, proteasome inhibition, GFP fluorescence; response scale: untreated = 0%, 10 µM MG-132 = 100%. Potency, µM (highest dose often 45.9 µM), for inactives: top-dose activation (GFP accumulation), most hits filed as activators. 67,000 tested, under 10 active. AID 526; active means well fitted activation curve with a large enough effect, not every such curve was filed as active; inconclusive means small, poorly fitted or top-dose-only effect, or another doubt; inactive means no such curve, though single readings can be large or run the other way; further: potency means the concentration at half of the fitted maximal effect
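U2OS cells stably expressing ubiquitin(G76V)-GFP, seeded overnight in 0.5% FBS medium, were exposed to compounds (qHTS, 46 uM to 2.9 nM) for 4 hr at 37 °C. GFP-positive cells were counted by laser cytometry (488 ex/515 em), normalized between basal and 10 uM MG-132.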
ERK AVP block: inhibitors of vasopressin-stimulated ERK signaling pathway; HEK293-V1b, vasopressin-stimulated pERK AlphaScreen; Potency, µM (highest dose often 57.5 µM), for the others: at the top dose activity, negative = inhibition, hits mostly inhibitors; 72,000 compounds, 0.99% hits; AID 995; further: potency means the concentration at half of the fitted maximal effect; on the % scale 0 is the no-effect control and ±100 the full control effect; nearly all actives have a fitted effect of over 55% in size
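qHTS, compounds titrated on V1b-expressing HEK293 cells. Preincubation 30 min at 37C, vasopressin 25 nM for 5 min, lysis 10 min, bead incubation 5 hr at room temperature.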
4MU fluor: 4-MU region autofluorescence; compound autofluorescence, 340/450 nm, 4-MU equivalents; active compounds read high; max dye-equivalent concentration, M; 59,000 compounds, 11% hits; in the data active means max dye-equivalent concentration above about 10 nM; inconclusive means mostly about 1.1 nM to 9.6 nM
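Intrinsic fluorescence at 340/450 nm (ex/em) was read after 15 min at room temperature in pH 8.0, 100 mM Tris. Each compound concentration expressed as 4-MU-equivalent concentration from a six-point 4-MU standard series on each plate.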
A350 autofl: A350 region autofluorescence. Compound autofluorescence, 340/450 nm, Alexa 350 dye-equivalents; active compounds read high. max dye-equivalent concentration, M. 59,000 compounds, 11% hits. AID 590; in the data active means max dye-equivalent concentration above about 10 nM; inconclusive means mostly about 1.1 nM to 9.6 nM
FLuc inh: blocks Photinus pyralis firefly luciferase activity. P08659. purified firefly luciferase, luminescence, 8 min. Potency, µM (doses to about 57.1 µM), for inactives: at the top dose activity change, negative = inhibition, hits mostly inhibitors. 72,000 compounds, 2.2% hits; further: potency means the concentration at half of the fitted maximal effect; on the % scale 0 is the no-effect control and ±100 the full control effect; nearly all actives have a fitted effect of over 40% in size
Target sequence (P08659 whole entry, looked up): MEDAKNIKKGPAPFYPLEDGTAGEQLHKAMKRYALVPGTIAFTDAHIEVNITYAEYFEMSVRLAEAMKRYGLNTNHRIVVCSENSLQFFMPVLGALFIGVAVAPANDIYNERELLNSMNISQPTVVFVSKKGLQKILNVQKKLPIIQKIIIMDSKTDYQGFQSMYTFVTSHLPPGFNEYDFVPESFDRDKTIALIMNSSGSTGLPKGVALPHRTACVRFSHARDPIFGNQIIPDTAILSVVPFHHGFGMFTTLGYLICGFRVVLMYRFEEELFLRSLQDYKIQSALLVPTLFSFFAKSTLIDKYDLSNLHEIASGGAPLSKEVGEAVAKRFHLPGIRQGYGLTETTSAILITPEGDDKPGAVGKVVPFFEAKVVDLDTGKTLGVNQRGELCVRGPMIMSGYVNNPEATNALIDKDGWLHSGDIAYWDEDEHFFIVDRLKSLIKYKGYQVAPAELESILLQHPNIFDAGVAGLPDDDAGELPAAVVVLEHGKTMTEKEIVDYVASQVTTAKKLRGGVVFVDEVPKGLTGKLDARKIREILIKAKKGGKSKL
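Compounds were tested as concentration series (qHTS) against purified P. pyralis luciferase with luciferin and 10 uM ATP in 50 mM imidazole pH 7.2, 50 mM KCl, 7 mM MgCl2, 0.01% Tween 20, 0.05% BSA. Luminescence was read after 8 min at ambient temperature.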
TexasRed autofl: Texas Red region autofluorescence; AID 587; Compound fluorescence, Texas Red channel, 547/618 nm; active compounds read high; 59,000 compounds, 0.06% hits; max dye-equivalent concentration, M; in the data active means max dye-equivalent concentration above about 10 nM; inconclusive means between about 1.1 nM and that limit
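Compound fluorescence was read after 15 min at room temperature in 100 mM Tris, pH 8.0, using 547 nm excitation and 618 nm emission across a concentration series. It was expressed as Texas Red dye-equivalent concentration from an on-plate standard curve.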
Fluorescein fluor: compound autofluorescence in fluorescein spectral region | Compound autofluorescence, 480/540 nm, fluorescein-equivalent; active compounds read high | max fluorescein-equivalent concentration, M | 59,000 compounds, 0.91% hits; in the data active means max fluorescein-equivalent concentration above about 10 nM; inconclusive means between about 1.1 nM and that limit
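Read-out is intrinsic compound fluorescence at 480/540 nm (excitation/emission), expressed as dye-equivalent concentration using a fluorescein standard series run on every plate. Compounds sat 15 min at room temperature in 100 mM Tris, pH 8.0.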
HBB splice mod: hemoglobin beta splicing modulation | AID 925 | HBB splicing reporter cell assay, activation; EGFP reporter with mutant IVS2-654 intron; response scale: normalised to 500 nM splice-correcting PNA | Potency, µM (top dose mostly 46.1 µM), inactives show top-dose activation, hits mostly activators | 65,000 compounds, 0.06% hits; further: potency means the concentration at half of the fitted maximal effect; 0% is about no effect
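Compounds were applied for 2 days to HeLa EGFP-654 cells, 500/well in Optimem with 2% FCS. The reporter's EGFP is disrupted by mis-splicing of beta-globin intron IVS2-654. Readout: summed well GFP fluorescence from 488 nm laser scanning; reference was 500 nM antisense […] 654 PNA.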
* marks the source's active call; other numbers are inactive results; i = inactive; ? = inconclusive; / = not tested or not shown; & = joins results of further samples; [ ] = dose if it differs, or a comment. Unless noted, the call rests on the fitted dose curve; in most records, active means well fitted curve in the direction sought with a large enough effect; inconclusive means small, poorly fitted or top-dose-only effect, or another doubt; inactive means no such curve, though single readings can be large; an effect the other way counts as inactive or inconclusive. Only part of the results is shown; the hit share may differ from the screen's.

SMILES	CRE Fsk mod	Epigenetic mod	Hsp90 Hop PPI	UbGFP stabilizer	ERK AVP block	4MU fluor	A350 autofl	FLuc inh	TexasRed autofl	Fluorescein fluor	HBB splice mod
COc1ccc(F)cc1S(=O)(=O)n1cc(C)nc1-c1ccccc1	-2%	-2%	?	-2%	-5%	i	i	-2%	i	i	-0.8%
NC(=O)CSc1nnc(-c2ccoc2)o1	3%	0%	-3%	-1%	17%	i	i	-1%	i	?	0.1%[57.5 µM]
O=[N+]([O-])c1cc(Cc2cc([N+](=O)[O-])c3cccnc3c2O)c(O)c2ncccc12	-1%[7.6 µM]	-3%[9.22 µM]	1.6µM*	-10%[9.17 µM]	8%[11.5 µM]	i	?	0%[11.4 µM]	?	?	-1.4%[9.22 µM]
Cc1ccc(Cn2c3ccccc3c3cn[nH]c(=O)c32)cc1	?	-14%	-3%	-1%	-18%	/	/	1%	/	/	-0.6%
Cc1onc(-c2ccccc2)c1C(=O)Nc1nnc(-c2ccncc2)s1	-3%	0%	0%	6%	-2%	1.1e-07M*	1.2e-07M*	-12%	?	i	-1.7%
COc1ccccc1N1CCN(CCN2C(=O)CC3(CCCC3)CC2=O)CC1	?	-1%&0%	-3%&-8%	9%&-2%	2%&-4%	i	i	-2%&0%	i	i	0.3%
CCCOC(=O)C1C2C=CC3(CN(c4ccc(Cl)c(F)c4)C(=O)C13)O2 (stereo unspecified)	-8%	/	-1%[2.3 µM]	-6%	-10%	/	/	3%	/	/	-0.5%
Nn1c(SC/C=C/c2ccccc2)nnc1-c1ccco1	-2%	0%	-2%	-7%	-9%	i	i	-1%	i	i	0.0%
CCN1CCCC1Cn1cnc2c([nH]c3ccc(C)cc32)c1=O (stereo unspecified)	/	-4%[20.6 µM]	/	/	/	1.4e-08M*	1.6e-08M*	-2%[25.5 µM]	i	?	/
COCC(C)NS(=O)(=O)c1ccc(OC)cc1 (stereo unspecified)	?	2%	-2%[11 µM]	-7%[9.17 µM]	-1%	/	/	1%	/	/	-1.1%[0.0738 µM]
Cn1c(=O)c2ncn(CC(=O)NCCOc3ccc(C(C)(C)C)cc3)c2n(C)c1=O	7%	-2%	-3%	8%	-5%	?	?	-1%	i	i	-1.2%
Cc1c(-c2nc(N)nc(Nc3ccccc3F)n2)oc2ccccc12	4µM*	0%	-5%	7%	-19%	1.1e-08M*	?	13µM*	i	i	1.7%
Cc1cccc(C)c1NC(=O)N1CCN(C2CCCCC2)CC1	-12%	4%	2%	-1%	3%	1.1e-08M*	2.3e-08M*	1%	i	?	2.3%
COc1cccc(-c2nc(CS(=O)CC(=O)NC3CCCC3)c(C)o2)c1 (stereo unspecified)	-2%	/	-1%[2.3 µM]	-10%	7%	/	/	-3%	/	/	-0.5%
CCc1ccc(-c2nnn(Cc3nc4ccccc4s3)n2)cc1	11%	-2%	10%	-7%	-5%	i	i	-2%	i	i	/
COC(=O)C1C(=O)C2=C(CC1C)NC(=O)CC2c1cccc(C)c1 (stereo unspecified)	?	-1%	-7%	3%	4%	?	?	2%	i	?	-2.5%
CC12CCC(C(=O)N(c3ccccn3)c3ccccn3)(OC1=O)C2(C)C (stereo unspecified)	-6%	-1%	-2%	3%	0%	i	i	4%	?	i	-0.1%
Cc1cc(N(C)Cc2ccccc2)nc(-c2ccccc2)n1	?	-3%	23%[11 µM]	-7%[9.17 µM]	1%	/	/	-6%	/	/	-2.0%[0.0738 µM]
CCn1c(COc2ccccc2C)nnc1SCC(=O)N1CCC(C)CC1	0%	-1%	-1%	6%	17%	i	i	2%	i	i	/
O=C(NC1(C(F)(F)F)C(=O)Nc2c1c(=O)[nH]c(=O)n2Cc1ccco1)C1CCCCC1 (stereo unspecified)	/	0%[20.6 µM]	/	/	/	i	i	1%[25.5 µM]	i	?	/
CCc1nc2oc3ccccc3c(=O)c2c(=O)n1Cc1ccc(OC)cc1	?	-3%	?	10%	11%	i	i	1%	i	i	1.2%
O=C(O)CSCc1cccc2ccccc12	0%[7.6 µM]	0%[9.22 µM]	-1%[11 µM]	-4%[9.17 µM]	-2%[11.5 µM]	i	i	-1%[11.4 µM]	i	?	0.9%[9.22 µM]
CCC(CC)C(=O)NCCc1cc2c(C)ccc(C)c2[nH]c1=O	-6%	/	1%	-7%	/	/	/	4%	/	/	0.7%
Cc1ccc(C)c(NC2=CC(=O)CC(C)(C)C2)c1C#N	-7%	4%	-5%	1%	-11%	?	?	-5%	?	i	-3.7%[0.369 µM]
COc1ccc(Cn2c(=O)oc3ccc(C)cc32)cc1OC	11%	0%	-1%	8%	-10%	i	i	-1%	?	?	0.2%
CN(Cc1ccco1)c1cc(-c2cccc(NS(C)(=O)=O)c2)ncn1	18%	0%[9.22 µM]	-9%	-1%	-22%	i	i	0%[2.29 µM]	i	i	1.1%
Cc1ccc(NC(=O)Cn2c(=O)n(Cc3ccco3)c(=N)c3c4c(sc32)COC(C)(C)C4)cc1	?	-4%	-7%	/	?	i	i	2%	i	?	4.9%[0.369 µM]
CN1C(=O)CC(N2CCN(c3ccc(Cl)c(Cl)c3)CC2)C1=O (stereo unspecified)	/	0%[20.6 µM]	/	/	/	i	i	1%[25.5 µM]	i	i	/
C[C@@H](NC(=O)C1(N)CCCC1)C(=O)O	-3%[7.6 µM]	-2%[9.22 µM]	-5%[11 µM]	-6%[9.17 µM]	-7%[11.5 µM]	i	i	3%[11.4 µM]	i	i	-1.0%[9.22 µM]
COc1ccc2cc(C(c3nnnn3C(C)(C)C)N3CCSCC3)c(=O)[nH]c2c1 (stereo unspecified)	14%	0%	-1%	6%	-13%	i	i	3%	i	i	/
CC(=O)c1ccc(C#CC(C)(C)O)s1	/	-2%[20.6 µM]	/	/	/	i	i	1%[25.5 µM]	i	i	/
COc1ccc(S(=O)(=O)N(C)CC(=O)Nc2ccccc2SC)cc1Cl	-9%	0%	0%	7%	?	i	i	0%	i	i	-0.3%
Cc1ccc(-c2cc(C(=O)NCc3ccc4c(c3)OCO4)no2)cc1	-3%	-3%	3%	-1%	-1%	i	i	1%	i	i	0.0%
C=CCn1c(C)cc(C(=O)CSc2nc3ccccc3o2)c1C	-14%	7%	4%	-1%	-27%	i	i	16µM*	i	i	-0.6%[57.5 µM]
CNC(=O)CN(c1ccc(OC)cc1)S(=O)(=O)c1ccc(F)cc1	-8%	6%	-1%	4%	-3%	i	i	2%	?	i	-2.9%
COc1cccc(CNc2ncc(Br)cc2Br)c1O	/	-3%[20.6 µM]	/	/	/	i	i	-12%[25.5 µM]	i	i	/
CC(C)NS(=O)(=O)c1cccc2nsnc12	-1%	-2%	-1%	6%	-8%	i	i	4%	i	i	-0.7%
Cc1occc1-c1nnc(SCC(=O)N2CCN(c3ccccc3F)CC2)n1C	-10%	-3%	2%	-1%	2%	i	i	4%	i	i	/
CC1(C)CC(n2c(NCCO)nc3c(c2=O)C2(CCCC2)Cc2ccccc2-3)CCO1 (stereo unspecified)	?	-4%	-2%	3%	12%	/	/	0%	/	/	-0.7%
CNS(=O)(=O)c1cc(O)c2c(S(=O)(=O)NC)cccc2c1	3%	9%	-2%	10%	-1%	/	/	3%	/	/	0.6%
COc1ccccc1NC(=O)c1[nH]c(C)c(C(C)=O)c1C	-7%	-1%	-3%	-2%	-7%	i	i	-4%	i	?	-0.1%[57.5 µM]
Cc1ccccc1-c1ccc2ncnc(N3CCOCC3)c2c1	?	5%[9.22 µM]	14%	5%	?	i	i	-1%[2.29 µM]	i	i	-1.5%
CC(C)CC(=O)N[C@H](C(=O)N[C@H](C(=O)N[C@@H](CC(C)C)[C@H](O)CC(=O)N[C@@H](C)C(=O)N[C@@H](CC(C)C)[C@H](O)CC(=O)O)C(C)C)C(C)C	-1%[17.1 µM]	1%[20.6 µM]	-9%[26 µM]	-5%[20.5 µM]	6%[25.7 µM]	i	i	0%[25.5 µM]	i	?	2.3%[20.6 µM]
NC(=O)c1ccsc1NC(=O)CSc1ccccc1F	-13%	-1%	?	1%	?	i	i	-6%	i	?	-1.5%
Cc1nc(NCC2CCCO2)nc2c1C(=O)CC(C)C2 (stereo unspecified)	7%	-2%	-5%	-1%	?	i	i	2%	i	?	?
Nn1cc(-c2ccccc2)nc1SCC(=O)N1CCN(S(=O)(=O)c2ccc(Cl)cc2)CC1	-6%	5%	-13%	-3%	6%	i	i	1%	i	?	-0.3%[57.5 µM]

Bioassay records as filed in PubChem.
